IEC-6 tox: IEC-6 cytotoxicity, counter-screen for KLF5 inhibitors | inhibition, % at 5 µM | AID 1825 | luminescence viability | 290,000 compounds, 0.78% hits; in the data active = inhibition above about 22%;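 note: 0% = plate median of test compound wells and 100% = cytotoxic reference compound wells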
AI-2 QS modul: modulates the Vibrio harveyi AI-2 quorum sensing system; Vibrio harveyi JMH597 AI-2 luminescence/OD600 ratio, 9 h; hits give low values; strain lacks LuxN and CqsS sensors; 0 = neutral-control median; activity change, % at 7.5 µM; 300,000 compounds, 0.4% hits; AID 2094; in the data active = activity change below about -75%, passing the limit was not always enough;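 note: luminescence divided by OD600 gain over 9 h not by final OD600 alone; inactives centre near 13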
HSP90 refold inh: HSP90 refolding inhibition in rabbit reticulocyte lysate; luciferase refolding luminescence, 3 h; inhibition, % at 5.6 µM; 290,000 compounds, 0.91% hits; AID 1789;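 active = inhibition above the screen-wide mean plus 3 SD, computed separately per campaign, cut at about 16% in these data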;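 note: 0% = DMSO wells and 100% = 60 µM geldanamycin wells; inhibitors lower the luminescence because luciferase stays unfolded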
HIF act: HIF pathway transcriptional activation | U2OS HRE-luciferase reporter, luminescence; normalized: DMSO 0%, desferrioxamine 100% | activation, % at 7.5 µM (by protocol) | 300,000 compounds, 0.32% hits | AID 1910;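 active = mean activation of at least 10% of the iron chelator positive control signal, with at least half of replicates also reaching 10%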
SKKanGAS inh: SKKanGAS growth inhibition | S. pyogenes SKKanGAS, kanamycin growth, BacTiter-Glo, 6 h | inhibition, % at 7.5 µM | 300,000 compounds, 1.3% hits;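 active = mean replicate score, as percent of positive control median, at least 50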;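 note: strain carries kanamycin resistance gene driven by streptokinase promoter and grows in 40 µg/ml kanamycin; loss of luminescence reflects streptokinase promoter inhibition or plain growth inhibition; 0% = median of DMSO wells and 100% = positive control at its reference dose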
HSF-1 act: increases HSF-1 driven luciferase reporter signal; AID 504408; 300,000 compounds, 1.7% hits; NIH3T3-HGL HSF-1 luciferase reporter, MG132, 8 h; 100% = twice DMSO control signal; activation, % at 9 µM;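 active = mean replicate activation of at least 50% with a set share of replicates each reaching 50%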;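 note: 0% = median of the neutral control wells and 100% = twice that signal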
HSF1 inh: HSF1 inhibition; AID 2098; activity change, negative = inhibition, % at 7.5 µM (by protocol); NIH3T3-HGL HSE-luciferase, MG132-induced, luminescence 8 h; hits give low values; 300,000 compounds, 0.77% hits;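 active = more than half of replicate wells show activity change below -50%, luminescence cut by over half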;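 note: luciferase reports HSF-1 transcriptional activity via heat shock element; 0% = median of DMSO wells and -100% = zero luminescence signal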
Platelet DG rel: platelet dense granule release activity. human platelet-rich plasma, SFLLRN dense granule ATP release, luminescence. inhibition, %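 (compounds screened at 7.5 µM in platelet-rich plasma)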. 300,000 compounds, 0.22% hits;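 active = mean replicate score, as percent of positive control, at or above 50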
KLF5 inhibitor: inhibitors of KLF5 expression | DLD-1 KLF5 promoter-luciferase reporter, luminescence | inhibition, % at 5 µM | 290,000 compounds, 0.23% hits | AID 1700;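 active = inhibition above a per-plate limit of that plate's mean compound inhibition plus 3 SD, cut at about 60% in these data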;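 note: 0% = DMSO wells and 100% = LY294002 at 200 µM; higher means less KLF5 promoter-driven luciferase light; inactives centre near -14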
aSyn UTR inh: 5' untranslated region of α-synuclein, MLPCN primary screen; alpha-synuclein 5'UTR reporter, inhibitor activity; inhibition, % (tested at 7.5 µM); 300,000 compounds, 0.82% hits; AID 1813; in the data active = inhibition above about 60%;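 note: H4 neuroglioblastoma cells stably carrying SNCA 5'UTR luciferase fusion; 0% = DMSO wells and 100% = positive control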
Active calls of the source: *; / = not tested or not shown. This is a random part of the collection; about 6% have a hit in one of these screens.

Molecule	IEC-6 tox	AI-2 QS modul	HSP90 refold inh	HIF act	SKKanGAS inh	HSF-1 act	HSF1 inh	Platelet DG rel	KLF5 inhibitor	aSyn UTR inh
C=CCN1C(=O)CSc2ccc(C(=O)N3CCC(C)CC3)cc21	0	25	0	-0.1	-3	28	-3	18	-2	16
O=C1c2ccsc2SCCN1Cc1cccc(F)c1	0	12	-1	-1.1	-2	1	-2	-6	-21	15
CCN1CCN(c2ccc(S(=O)(=O)N3CCOCC3)cc2NC(=O)CCC(C)C)CC1	/	19	/	0.0	-13	-9	-6	-20	/	6
COc1ccc(C(OC(=O)c2ccco2)C(=O)NC2CCCCC2)cc1 (configuration not stated)	5	19	0	-1.3	2	7	0	12	4	8
CCOCCCNC(=O)C1CCCN1C(=O)Nc1ccccc1[N+](=O)[O-] (configuration not stated)	11	7	9	-0.1	-6	-1	-2	9	26	-3
CCN1C(=O)c2ccc(C(=O)NCc3ccco3)cc2C1=O	-2	8	0	0.1	4	-18	-2	-21	-14	-6
Cc1cccc(C(=O)NCc2nnc(SCC(=O)NC(C)c3ccccc3)n2C)c1 (configuration not stated)	3	17	-4	-0.4	-3	20	-3	7	3	-12
COc1ccc2cc3c(N)nn(C(=O)c4cccc([N+](=O)[O-])c4)c3nc2c1	6	25	-3	2.2	0	-35	-23	-7	6	36
Cc1cc(C)cc(NC(=S)NCCSc2ccc(Cl)cc2)c1	2	-2	-2	0.1	50*	12	5	10	-28	3
COc1cc(NC(=O)Cn2cnc(S(=O)(=O)N3CCCC3)c2)cc(OC)c1OC	-2	-1	-1	0.5	-2	23	4	23	-42	41
Cc1cccc(C(=O)NC(C(=O)Nc2ccccc2N2CCOCC2)C(C)C)c1 (configuration not stated)	1	0	3	-0.7	-7	4	3	-3	-3	17
COc1ccccc1-n1cnnc1SCC(=O)NC1CCS(=O)(=O)C1 (configuration not stated)	-1	41	4	0.2	4	5	-2	3	-22	-11
Cc1[nH]c2ccccc2c1C(=O)CSc1nccc(=O)[nH]1	-1	23	-1	0.7	-1	23	13	1	-15	6
CCOc1ccc(CCNC(=O)c2nn(C)c3c2CS(=O)(=O)c2ccccc2-3)cc1OCC	4	13	-3	-0.4	3	-6	-7	5	-11	10
Clc1ccc(-c2nnc(-c3ccccc3)c(N3CCSCC3)n2)cc1	4	12	2	1.2	6	2	-3	-8	-34	-62
COc1ccc(OC)c(S(=O)(=O)NCC(c2cccs2)N2CCc3ccccc3C2)c1 (configuration not stated)	/	6	/	1.1	18	-5	4	1	/	-6
CCCn1cnc2cc(NCc3cccs3)ccc21	-7	13	-6	2.4	4	21	14	-1	-42	-161
COc1cc(CO)ccc1Oc1nnnn1-c1ccc(C(N)=O)cc1	-1	31	-1	0.2	-1	-12	-4	5	-18	-59
Cc1c(C(=O)N2CC(C)OC(C)C2)sc2nc(-c3ccc(F)cc3)cn12 (configuration not stated)	-5	19	0	-0.3	-6	26	-1	4	-8	-12
O=C(Nc1ccccc1-c1nc2ccccc2s1)c1cccnc1Cl	1	24	4	/	-14	5	3	-6	-12	12
CC1CC(C)CN(CCCNC(=O)CCC(=O)N2CC(C)Oc3ccccc32)C1 (configuration not stated)	7	4	-2	0.1	3	22	14	-13	-18	-20
O=C(Nc1ccccc1C(=O)Nc1ccccn1)c1ccc([N+](=O)[O-])cc1	0	18	0	0.3	-5	-5	0	8	15	6
COc1ccc(NC(=O)COc2cccnc2[N+](=O)[O-])cc1OC	6	16	4	-1.1	2	2	-3	-3	0	-7
NC(=O)c1ccc[n+](CCC[n+]2cccc(C(N)=O)c2)c1	0	42	0	-0.7	-13	-2	-3	-1	1	-6
Cc1cccc(C)c1NC(=O)CS(=O)CC(=O)NC1CCN(Cc2ccccc2)CC1 (configuration not stated)	-6	4	-4	-0.7	1	-9	-5	-1	0	-20
O=C(c1cc(-c2ccccc2)on1)N1CCN(c2ccccc2)CC1	0	16	-7	0.9	-1	39	18	-5	-29	-5
COc1ccccc1NC(=O)N1CCCC(c2nc3c(nnn3Cc3ccc(C)cc3)c(=O)[nH]2)C1 (configuration not stated)	-5	14	4	-0.8	7	12	13	9	-21	3
CCCCn1c(N)c(N(CC(C)C)C(=O)c2ccc(N3C(=O)CCC3=O)cc2)c(=O)[nH]c1=O	/	47	/	0.6	-1	-2	0	-2	/	10
CCCC(=O)N(c1ccc(F)cc1)C1C=CS(=O)(=O)C1 (configuration not stated)	2	8	-1	-0.7	-2	-16	1	0	-18	-10
O=C(COc1ccc(C(=O)NCC2CCCO2)cc1)Nc1cccc(C(F)(F)F)c1 (configuration not stated)	/	24	/	-45	13	-19	-28	-5	/	-5
C/C(=N\O)c1ncc(C(F)(F)F)cc1Cl	-9	3	-1	0.1	-3	3	-8	0	-30	-30
O=C(Cc1ccccc1)Nc1ccccc1C(=O)N1CCN(c2ccccc2)CC1	5	20	3	-0.9	-5	12	7	-1	-12	-14
O=C(c1cccc(NS(=O)(=O)c2cccc(C(F)(F)F)c2)c1)N1CCOCC1	2	6	3	-0.1	-4	-4	-2	4	5	-13
CC(C)C(OC(=O)c1cccs1)C(=O)NCc1ccccc1 (configuration not stated)	1	11	1	-0.7	3	14	-1	2	4	-9
O=C(COC(=O)C1=COCCO1)Nc1cccc(Oc2ccccc2)c1	1	-21	8	-1.9	-3	0	1	4	-10	16
Cc1cc(C)nc(N(C#N)Cc2ccccc2C)n1	0	1	-1	-0.1	4	5	-4	-4	-19	13
Cc1sc(-n2c(C)cc(C=O)c2C)c(C(=O)O)c1C	0	23	1	-0.2	-3	-17	-4	-3	4	37
CCC(=O)Nc1ccccc1C(=O)OCC(=O)Nc1ccc(S(N)(=O)=O)cc1	-2	4	7	-0.1	-3	-4	-1	-4	-38	-14
CN1CCN/C1=C(/C(Cl)=C(Cl)Cl)[N+](=O)[O-]	-10	-8	3	3.4	-6	-4	6	1	4	1
COc1ccc(N2CCN(C(=O)c3ccccc3F)CC2)c([N+](=O)[O-])c1	6	-7	1	/	4	/	/	0	-6	1
CCn1c(CNC(=O)Cc2ccc(OC)cc2)nnc1SCC(=O)NC1CCCCC1	-2	36	-1	0.0	1	-2	-3	2	-20	-7
COc1ccc(-n2c(C)cc(C(=O)CSc3nnc(-c4cccs4)o3)c2C)cc1	4	15	2	0.0	0	5	-4	0	12	-40
CCOC(=O)c1cnc2c(C(F)(F)F)cccc2c1N1CCOCC1	-3	8	0	-0.2	-2	16	7	-27	-2	15
CCc1ccc(-c2nc(SCC(=O)N3CCOCC3)n[nH]2)cc1	0	16	1	0.2	-2	18	2	14	-48	-5
Cc1ccc(Nc2nc(N)nc(CSC(=S)N3CCOCC3)n2)c(C)c1	2	15	-4	1.3	-5	19	15	-18	-23	-93
Cc1nc2ccccc2nc1OCc1ccccc1	-7	-13	5	1.2	16	29	4	-4	3	-25
COc1ccc(-c2nc(Cn3c(SCc4cccc(F)c4)nc4ccncc43)c(C)o2)cc1OC	5	35	-2	0.1	11	18	11	-16	-2	17
COc1ccc(C(=O)Nc2ccc(NC(=O)C3CC3)nc2)cc1	-4	24	-4	0.0	-1	2	1	-11	-29	-87
CCNCCOC(c1ccccc1)c1ccccc1	4	-4	-4	0.2	-2	7	12	-7	-2	-6
O=C(CSc1ccc2c(c1)OCCO2)Nc1ncccc1O	/	/	/	1.6	2	31	14	-4	/	-21
OCCN(CCO)CC(O)CN1c2ccccc2Sc2ccccc21 (configuration not stated)	9	-11	1	1.4	-1	-19	4	0	-3	15
NC(=O)c1c(N)sc(=S)n1-c1ccccc1	5	39	1	0.2	0	-31	-21	-1	-4	-6
COc1ccc(S(=O)(=O)N(C)c2ccc(C(=O)Nc3c(C)n(C)n(-c4ccccc4)c3=O)cc2)cc1	8	4	3	-1.3	0	3	-9	-1	-17	2
O=C(Nc1ccc2c(c1)OCCO2)C1CCN(S(=O)(=O)c2cccc3nsnc23)CC1	0	31	-2	-34	9	-7	-9	-2	-8	-11
O=C(NCCCN1CCCC1=O)c1ccc(CNS(=O)(=O)c2ccc(F)cc2)cc1	6	22	4	-0.1	-8	-5	0	-2	3	8
COc1ccccc1CNS(=O)(=O)CC12CCC(CC1=O)C2(C)C (configuration not stated)	1	14	2	-0.1	-7	32	7	-7	-12	-23
COc1ccc(C(=O)N(C)C2CCCc3ccccc32)cc1OC1CCN(C(C)C)CC1 (configuration not stated)	3	34	5	1.0	-5	29	-2	1	-48	0
Cc1cccnc1NC(=O)CN1C(=O)c2ccccc2S1(=O)=O	/	7	/	0.0	0	-8	-11	5	/	3
OCCN1CCN(C2CCC(c3ccc(F)cc3)c3ccc(F)cc32)CC1 (configuration not stated)	/	6	/	-0.5	7	-1	1	13	/	12
COc1ccc(C(CNC(=O)c2oc3cc(C)c(Cl)cc3c2C)N2CCCCC2)cc1 (configuration not stated)	3	2	6	-0.5	-14	18	0	-9	-10	-7

Full records, looked up by structure:
Profile of CCC(=O)Nc1ccccc1C(=O)OCC(=O)Nc1ccc(S(N)(=O)=O)cc1 → IEC-6 tox = -2; AI-2 QS modul = 4; HSP90 refold inh = 7; HIF act = -0.1; SKKanGAS inh = -3; HSF-1 act = -4; HSF1 inh = -1; Platelet DG rel = -4; KLF5 inhibitor = -38; aSyn UTR inh = -14
Profile of O=C(Nc1ccccc1-c1nc2ccccc2s1)c1cccnc1Cl → IEC-6 tox = 1; AI-2 QS modul = 24; HSP90 refold inh = 4; HIF act = /; SKKanGAS inh = -14; HSF-1 act = 5; HSF1 inh = 3; Platelet DG rel = -6; KLF5 inhibitor = -12; aSyn UTR inh = 12

Next section:
Molecule	IEC-6 tox	AI-2 QS modul	HSP90 refold inh	HIF act	SKKanGAS inh	HSF-1 act	HSF1 inh	Platelet DG rel	KLF5 inhibitor	aSyn UTR inh
Oc1ccc(N=Cc2sc3ccccc3c2Cl)cc1	-3	17	-3	-0.7	-1	29	7	-2	-43	26
Cc1ccc(OCC(=O)Nc2ccccc2N2CCOCC2)c(C)c1	0	18	-2	-0.1	0	41	15	-22	-8	27
O=C(O)c1ccccc1Cc1nc2cc(Cl)ccc2c(=O)[nH]1	-3	10	1	0.6	6	1	-8	-3	-15	2
COC(=O)C1C2C=CC3(CN(Cc4cccs4)C(=O)C13)O2 (configuration not stated)	-1	22	0	-0.2	7	2	-4	0	-11	-8
CCO[C@@H]1OC(C(N)=O)=C[C@H](c2cn(C(C)=O)c3ccccc23)[C@H]1CCCO	2	17	7	0.1	1	1	4	1	1	-1
Cc1ccc(C(=O)COC(=O)CNC(=O)CN2C(=O)c3ccccc3C2=O)cc1	-7	17	-2	-0.7	-3	1	-10	-5	-57	3
COCCCNC(=O)CCc1nnc2ccc(N3CCC(C)CC3)nn12	-4	21	0	-1.9	1	-1	-2	-4	-8	-8
CN1C(=O)C(CCC(=O)O)NC1=S (configuration not stated)	2	11	6	-0.1	-3	4	3	2	18	-8
Cc1ccc(NC(=O)N2CCCC(c3ccccc3)C2)cc1 (configuration not stated)	-4	1	1	0.0	0	-1	7	1	-36	-46
CC(C)N(Cc1nccn1C)C(=O)CC1C(=O)NCCN1Cc1ccccc1C(F)(F)F (configuration not stated)	1	22	-3	-0.7	-2	-4	0	4	-29	4
CC(C)C[C@H](NC(=O)c1[nH]cnc1C(=O)N[C@@H](C)c1ccccc1)C(=O)OC(C)(C)C	3	3	0	2.4	39	0	6	3	-10	41

Source: PubChem BioAssay
